GALK inhibitor – galactokinase (human) inhibition; Purified GALK, Kinase-Glo residual ATP luminescence; Potency, µM (series often up to 57.5 µM), inactives show at the highest dose activity change, negative = inhibition, actives largely listed as inhibitors; hit rate 0.007% among 270,000; AID 1868; further: potency means the concentration at half of the fitted maximal effect; on the % scale 0 is the no-effect control and ±100 the full control effect
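GALK at 5 nM final was combined with compound, 35 uM ATP and 100 uM galactose in HEPES pH8.0 with MgCl2 and DTT. The reaction ran one hour at room temperature before luminescent ATP detection.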
B2AR arrestin – recruits beta-arrestin to the human beta2-adrenergic receptor. AID 492947. P07550. hit rate 0.02% among 330,000. Potency, µM (doses to about 46.1 µM), for the others: at the highest dose activation, actives largely listed as activators. beta-arrestin recruitment to beta2AR, cell-based reporter;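 further: potency means the concentration at half of the fitted maximal effect; 0% = DMSO controls and full agonism = EC100 isoproterenol or metaproterenol; nearly all actives have a fitted effect of over 65% in size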
Tb PFK block – inhibitors of T. brucei phosphofructokinase | O15648 | hit rate 0.17% among 330,000 | Potency, µM (series often up to 57.5 µM), inactives show at the highest dose activity, negative = inhibition, actives largely listed as inhibitors | T. brucei PFK, ADP-Glo luminescence;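 further: potency means the concentration at half of the fitted maximal effect; 0% = uninhibited 1x PFK enzyme wells and -100% = no-enzyme wells; nearly all actives have a fitted effect of over 60% in size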
Target sequence (O15648 whole entry, looked up): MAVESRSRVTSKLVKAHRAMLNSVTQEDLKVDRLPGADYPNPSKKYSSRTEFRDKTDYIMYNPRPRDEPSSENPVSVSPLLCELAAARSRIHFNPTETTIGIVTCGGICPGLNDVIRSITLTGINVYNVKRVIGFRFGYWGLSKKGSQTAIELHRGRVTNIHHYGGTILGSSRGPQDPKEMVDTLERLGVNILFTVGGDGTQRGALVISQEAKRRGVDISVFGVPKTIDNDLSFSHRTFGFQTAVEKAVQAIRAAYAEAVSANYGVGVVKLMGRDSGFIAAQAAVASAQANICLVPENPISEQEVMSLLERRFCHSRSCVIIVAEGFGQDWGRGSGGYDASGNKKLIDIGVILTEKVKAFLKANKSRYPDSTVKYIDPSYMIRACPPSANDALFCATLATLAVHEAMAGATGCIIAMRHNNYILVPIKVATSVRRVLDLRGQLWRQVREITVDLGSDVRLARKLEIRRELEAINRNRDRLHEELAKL
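In TEA buffer at pH 8.0 with 5 mM MgCl2, enzyme (1.25 nM) converted F6P (0.5 mM) and ATP (0.1 mM) for 45 min at room temperature. ADP product was read by luciferase luminescence.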
Chronic BCR inh – inhibitors of chronic active B-cell receptor signaling; hit rate 0.05% among 340,000; AID 493014; Potency, µM (titrated, usually from 46.1 µM), without a hit: at the highest dose ratio change, negative = lower green/red ratio, actives largely listed as inhibitors; ABC-DLBCL IkBa-CBG/CBR reporter, luminescence ratio, 4 h; active means well fitted inhibition curve with a large enough effect in the signal ratio, with a control signal flat, not every such curve was filed as active; inconclusive means small, poorly fitted or top-dose-only effect, or effect the other way, or a change in a side signal; the % refers to the signal ratio;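 further: potency means the concentration at half of the fitted maximal effect; plate controls were basal doxycycline-induced cells for no effect and cells given 10 µM MG132 for full effect; MG132 reads +100%, hits lower the ratio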
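Concentration-response series (up to 46 uM) were applied to TMD8 dual-reporter cells for 4 h at 37C with doxycycline. Green/red ratio, after filter-overlap correction, defined %Activity; red signal alone was normalised to basal cells and zero luminescence.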
Menin MLL FP TR – inhibitors of human menin-MLL interaction, mutant MLL peptide; O00255; Menin + Texas Red MLL mutant peptide, fluorescence polarization; Potency, µM (series often up to 61.6 µM), for the others: at the highest dose FP activity change, negative = inhibition, most hits filed as inhibitors; hit rate 0.23% among 270,000; AID 1768; active means well fitted inhibition curve with a large enough effect in the polarisation, with a control signal flat, not every such curve was filed as active; inconclusive means small, poorly fitted or top-dose-only effect, or effect the other way, or a change in a side signal; inactive means no such curve, though single readings can be large or run the other way; the % refers to the polarisation; further: potency means the concentration at half of the fitted maximal effect; % of control where 0% means no effect; many of its hits are not listed in these tables
S-ASM inh – inhibitors of human secretory acid sphingomyelinase; P17405; placental ASM, HMU-PC fluorogenic substrate, 60 min; Potency, µM (titrated, usually from 57.5 µM), inactives show at the top dose activity change, negative = inhibition, most hits filed as inhibitors; hit rate 0.006% among 340,000; further: potency means the concentration at half of the fitted maximal effect
Target sequence (P17405 47-631 limits assumed): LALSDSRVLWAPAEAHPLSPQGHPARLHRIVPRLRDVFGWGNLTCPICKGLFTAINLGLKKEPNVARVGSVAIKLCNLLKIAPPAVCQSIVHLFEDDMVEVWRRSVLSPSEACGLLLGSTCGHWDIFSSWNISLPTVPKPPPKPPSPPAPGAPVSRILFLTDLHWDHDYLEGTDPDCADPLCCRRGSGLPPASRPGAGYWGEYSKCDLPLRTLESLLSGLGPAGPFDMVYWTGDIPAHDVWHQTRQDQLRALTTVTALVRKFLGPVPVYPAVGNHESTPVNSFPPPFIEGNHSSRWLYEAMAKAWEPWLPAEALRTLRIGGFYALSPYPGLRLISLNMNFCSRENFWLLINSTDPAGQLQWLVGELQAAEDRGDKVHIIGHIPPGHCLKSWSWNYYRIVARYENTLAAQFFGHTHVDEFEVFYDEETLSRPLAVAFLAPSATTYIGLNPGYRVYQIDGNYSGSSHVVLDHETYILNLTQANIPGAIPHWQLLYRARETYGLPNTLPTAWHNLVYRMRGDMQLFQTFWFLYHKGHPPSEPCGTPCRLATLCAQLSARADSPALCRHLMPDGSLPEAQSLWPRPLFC
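HMU-PC0 cleavage (9 uM final) by human placental ASM, 60 min at 37 °C following 10 min compound exposure at RT; stopped at pH 10, fluorescence Ex 386/Em 447 nm.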
a7 integrin act – integrin-mediated muscular dystrophy alleviation activation | alpha7betagal myoblasts, beta-gal FDG fluorescence, 48 h | Potency, µM (top dose mostly 38.3 µM), without a hit: at the highest dose activation, usual class: activators | hit rate 0.064% among 350,000 | AID 624291;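 further: potency means the concentration at half of the fitted maximal effect; 100% = response of the positive control SU9516; nearly all actives have a fitted effect of over 60% in size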
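alpha7betagal+/- myoblasts (passage 13, 250/well) treated 48 h at 37C with compounds at 1:260 dilution of DMSO stock. Lysed, then beta-galactosidase activity read as FDG fluorescence (ex 480/em 540) after 30 min, with pre-read for autofluorescence.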
PKM2 act – activators of human pyruvate kinase M2 | P14618 | purified PKM2, Kinase-Glo ATP luminescence, activation; response scale: 0% is enzyme alone, no compound | Potency, µM (series often up to 57.5 µM), for inactives: at the top dose activation, hits mostly activators | hit rate 0.34% among 260,000 | AID 1631; further: potency means the concentration at half of the fitted maximal effect; on the % scale 0 is the no-effect control and ±100 the full control effect; nearly all actives have a fitted effect of over 55% in size
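hPK-M2, >95% pure; 0.1 mM ADP / 0.5 mM PEP final; imidazole pH7.2 buffer w/ 7 mM MgCl2, 50 mM KCl; 1 h RT; Kinase-Glo lum. Intermediate enzyme activity for dual inhibitor/activator qHTS.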
PTAP TSG101 blk – blocks PTAP/TSG101 interaction to inhibit HIV-1 budding. Q99816. Fluorescence polarization, FITC-PTAP peptide / Tsg101 binding. Potency, µM (highest dose often 115 µM), without a hit: at the top dose activity change, negative = inhibition, most hits filed as inhibitors. 340,000 tested, under 10 active. AID 493005; active means well fitted inhibition curve with a large enough effect in the main read-out, with a control signal flat, not every such curve was filed as active; inconclusive means small, poorly fitted or top-dose-only effect, or effect the other way, or a change in a side signal; inactive means no such curve, though single readings can be large or run the other way; further: potency means the concentration at half of the fitted maximal effect; % of control where 0% means no effect
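Compounds were pin-transferred onto Tsg101 binding domain (10 uM final) in HEPES pH 7.5 buffer, then FITC-PTAP peptide was added at 50 nM final. After 20 min at RT, polarization reported peptide displacement across a qHTS concentration series.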
Coupling enz – counter-screen for Giardia aldolase inhibitors: coupling enzyme system | coupling enzyme system counterscreen, AmpLite Red fluorescence | activity change, negative = inhibition, % at 58.2 µM, hits read low | hit rate 0.67% among 290,000 | AID 2472; in the data active means activity change below about -30%; further: on the % scale 0 is the no-effect control and ±100 the full control effect
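First, compound is pin-transferred into glyceraldehyde-3-phosphate coupling-enzyme reagent at 57.5 uM final and held 10 min at RT. Next, substrate, coupling system and AmpLite Red are added. After 20 min RT, fluorescence (525/598 nm) is read.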
Giardia kill – Giardia lamblia killing; Giardia lamblia trophozoite viability; activity change, % at 7.66 µM, hits read low; hit rate 0.15% among 340,000; in the data active means activity change below about -80%; inconclusive means between about -30% and that limit;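 further: parasites exposed to compound for two days anaerobically before the ATP read; on the % scale 0 is the no-effect control and ±100 the full control effect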
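Media and compound were dispensed first, then trophozoites at 100 cells/well; plates sat 48 hrs at 37 deg C without oxygen before ATP luminescence reagent was added and read after 15-30 min at room temperature.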
* marks the source's active call; other numbers are inactive results; i = inactive; ? = inconclusive; . = no result given; [ ] = another dose, or the depositor's remark. Unless noted, the call rests on the fitted dose curve; in most records, active means well fitted curve in the direction sought with a large enough effect; inconclusive means small, poorly fitted or top-dose-only effect, or another doubt; inactive means no such curve, though single readings can be large; an effect the other way counts as inactive or inconclusive.

Under each structure – GALK inhibitor, B2AR arrestin, Tb PFK block, Chronic BCR inh, Menin MLL FP TR, S-ASM inh, a7 integrin act, PKM2 act, PTAP TSG101 blk, Coupling enz, Giardia kill
Cc1ccc2nc(NC(=O)c3ccc(N4C(=O)CCC4=O)cc3)sc2c1
    3%, -0.3%, -3%, 0%, 16%, -1%, ?, -23%, -3%, 9, 7
Cc1cccc(NC(=O)CSc2nc(N)c(NC(=O)c3ccccc3F)c(=O)[nH]2)c1
    -7%, -0.4%, 2%, -12%, ., -5%, 0%, ., 3%, ., -2
CCOC(=O)Cc1csc(NC(=O)CCc2ccc(S(=O)(=O)N3CCOCC3)cc2)n1
    0%, -0.1%, -1%, 0%, -9%, -1%, -37%[inhibitor], -4%, -3%, 1, 1
Cc1ccc(NC(=O)CS(=O)(=O)c2cn(C)c3ccccc23)c(C)c1
    -1%, 0.3%, 1%, -1%, ., -6%, 10%, 2%, -1%, -9, 28
C=CCn1c(=O)c2ccccc2n2c(SCC(=O)NC(C)C)nnc12
    -1%, -0.4%, 0%, 4%, -11%, -1%, ?, ., -3%, -1, 29
CC12CCC(=O)N1C(C(=O)Nc1nnc(SCc3ccccc3F)s1)CS2 (stereo unspecified)
    -4%, 0.4%, 1%, ?, ., 0%, -24%, -3%, -2%, ., ?
COc1ccc(-c2sc3cc(OC)c(OC)cc3c2-c2ccc(O)cc2)cc1
    ., 0.1%, 0%, 0%, ., -7%, 0%, ., -1%, ., -4
COc1ccc(N2CCN(c3oc(COc4ccccc4Cl)nc3C#N)CC2)cc1
    1%, ., ., ., -12%, -7%, ?, -2%, -1%, -3, -5
COc1ccc(CNC(=O)CSc2nnc3c(Cl)cc(C(F)(F)F)cn23)cc1OC
    1%, 0.3%, -1%, -1%, -9%, 4%, 9%, -4%, 3%, -1, 1
COc1cc(C(=O)Nc2ccccn2)cc(OC)c1OC
    1%, 0.3%, 22%, 10%, -1%, -3%, -7%, -1%, -7%, 0, 13
CN1CCN(C(c2ccc(Cl)cc2)c2cc(Cl)c3cccnc3c2O)CC1 (stereo unspecified)
    1%, 3.6%, -20%, ?, 6%, -1%, 0%, -4%, -7%, -6, 11
O=C(Nc1ccc2oc(-c3cccnc3)nc2c1)c1ccc([N+](=O)[O-])o1
    0%, -0.2%, 7%, -2%, -7%, -4%, -56%[inhibitor], 1%, -2%, -2, ?
O=C(NCc1n[nH]c(=S)n1-c1ccc(F)cc1)c1ccc(S(=O)(=O)N2CCCCC2)cc1
    1%, -0.9%, 0%, ?, 21%, -2%, 1%, -13%, -3%, 4, -22
Cc1ccccc1C(=O)N1CCN(c2ccc(NC(=O)c3cccc(OC(C)C)c3)cc2)CC1
    -1%, 0.4%, 1%, 0%, ., -3%, 10%, -1%, -3%, ., -9
COc1ccc(NC(C)(C)c2nnnn2-c2c(C)cccc2C)cc1
    -1%, 0.3%, 1%, -2%, ., -3%, 23%, -5%, 1%, -1, 0
CCOCCCNC(=O)C(c1ccc(OC)cc1)N(Cc1ccc2c(c1)OCO2)C(=O)c1cnccn1 (stereo unspecified)
    3%, 0.0%, 0%, ?, -4%, 1%, -14%, ., -2%, 1, 11
Cc1noc(C)c1C(=O)Nc1nc(-c2ccc(F)c(F)c2)cs1
    ., 0.1%, 6%, 9%, ., -4%, 25%, ., -1%, ., 12
O=C(/C=C/c1ccccc1)NCCS(=O)(=O)N1CCN(c2ccc(F)cc2)CC1
    ., -1.0%, 2%, 1%, ., -2%, 3%, ., 0%, ., -14
O=C(NCc1ccccn1)C(C(=O)c1ccc(F)cc1)n1ccccc1=O (stereo unspecified)
    0%, -0.2%, 1%, 4%, 0%, 0%, -2%[7.66 µM], 2%, -4%, -1, -11
CCOC(=O)CSC1=NC(=O)/C(=C\c2ccc(Cl)cc2)S1
    -2%, -1.1%, 9%, ?, 48%[activator], 6%, -19%, -2%, 7%, 18, -7
O=C(Nc1ccc2c(c1)OCCO2)N1CCOCC1
    1%, -0.3%, -5%, ?, ?, 4%, 32%, -12%, 0%, 0, -6
Cc1ccc(S(=O)(=O)N/N=C/c2cccc([N+](=O)[O-])c2)cc1
    1%, -0.5%, 6%, ?, 14%, 0%, 22%, 11%, -4%, 2, -15
CN(c1ccc(OC(=O)CN2C(=O)NC3(CCCC3)C2=O)cc1)S(=O)(=O)c1ccccc1
    ., 0.4%, 1%, ?, ., 2%, -6%, ., 1%, ., 9
COC(=O)c1ccc(NC(=O)CN(c2ccc(OC)cc2)S(C)(=O)=O)cc1
    1%, 0.2%, 0%, ?, 18%, -3%, 14%, -6%, -4%, -3, -7
O=C(CN1CCCCC1)NNc1nc(-c2ccccc2)c2cc(Br)ccc2n1
    8%, -1.5%, 0%, -4%, ., 1%, -8%, 4%, 2%, 2, 13
Cc1ccc(/C=N\NC(=O)c2ccc(Cn3cc(Br)c([N+](=O)[O-])n3)o2)o1
    2%, -0.5%, -7%, ?, 11%, -1%, 14%, 0%, -2%, 0, -12
COCCOC(=O)C1=C(C)N=C2SCCC(=O)N2C1c1cccs1 (stereo unspecified)
    5%, -0.3%, 1%, 4%, 10%, 1%, -13%, 0%, -1%, 3, -5
Cc1cc(NCC2CCCCC2)nc2ccccc12
    7%, -0.5%, 2%, ?, ?, 22%, -45%[inhibitor], -1%, -1%, 9, -2
COc1ccccc1CN(C)C(=O)CSc1nnc(C2CC2)n1C1CC1
    ., -0.3%, -4%, 2%, ., 10%, 2%, ., -7%, ., -19
O=C(CN1CCOCC1)Nc1ccc(-c2nc3ccccc3[nH]2)cc1
    -5%, 0.2%, 5%, 5%, -13%, -1%, 7%, 1%, -8%, 2, -6
Cc1nc(-c2ccc(S(=O)(=O)Nc3ccccc3C)cc2)co1
    -6%, 0.1%, -1%, 0%, ., 2%, 16%, ., -3%, ., -9
COc1ccc(N(CC2CO2)S(=O)(=O)c2ccc(C)cc2)cc1 (stereo unspecified)
    -1%, 11%, -3%, -10%, -26%, -1%[11.5 µM], -12%, -4%, -2%, 0, -28
COc1ccc(OC)c(C2=NS(=O)(=O)N(C)C(C(=O)N3CCC4(CC3)OCCO4)=C2)c1
    -1%, -0.2%, 9%, -5%, 1%, -1%, 0%, 7%[0.46 µM], 0%, 0, -17
Cn1ccnc1SCC(=O)Nc1ccc(Cl)cn1
    0%, 0.0%, -1%, ?, -1%, 1%, 14%, 10%, -4%, 2, -5
CC(=O)c1cccc(NC(=O)CN(c2ccccc2F)S(C)(=O)=O)c1
    -2%, -0.6%, -1%, ?, 3%, 4%, 7%, -2%, -7%, 1, 10
O=C(Nc1nc2ccccc2n1CCOc1ccc(Cl)cc1)c1ccco1
    1%, 0.1%, 2%, -4%, 5%[11.7 µM], -19%, -59%[inhibitor], -1%, -2%, -2, 10
Cc1cccc(C(=O)Oc2csc(=S)n2C(=O)c2cccc(C)c2)c1
    -3%, 0.1%, 2%, ?, 47%[activator], -3%, 2%, -58%, -2%, -1, -1
CC1CCN(c2nc3ccccc3nc2C(C#N)C(=O)OC2CCCCC2)CC1 (stereo unspecified)
    2%, -0.8%, 2%, -1%, -4%, 16%, -4%[7.66 µM], -17%, -9%, -1, 6
O=C(CNCc1ccccc1)Nc1ccc(F)cc1
    0%, 0.2%, -1%, 3%, 1%, 4%, -16%, 0%, -3%, 4, 2
O=C(COc1ccc(Cl)cc1)NNC(=O)c1ccncc1
    ., -0.2%, -7%, 3%, ., -1%, 32%, ., -8%, ., -7
Cc1cccc(NC(=S)Nn2cnnc2)c1C
    5%, -0.2%, ?, 2%, -8%, 2%, 14%, -7%, 2%, 0, -16
O=C1NC2(CCCC2)N=C1c1ccc(F)cc1
    -1%, 4.4%, 2%, ?, 7%, 1%, 26%, -1%, 0%, 3, 6
CCOC(=O)c1c(N)n(C2CC(C)(C)NC(C)(C)C2)c2nc3ccccc3nc12
    3%, -0.6%, -1%, 1%, -19%, i, -53%[inhibitor], -3%, -14%, 1, 3

Screens deposited in PubChem by National Center for Advancing Translational Sciences (NCATS).

An excerpt, so the mix of outcomes need not match the whole.
